Bioassay records deposited in PubChem BioAssay by National Center for Advancing Translational Sciences (NCATS).
KB-3-1 tox = kills parental KB-3-1 adenocarcinoma cells; KB-3-1 viability, CellTiter-Glo ATP luminescence, 72 h; Potency, µM (highest dose often 46.1 µM), without a hit: at the highest dose activity change, negative = cytotoxic, usual class: cytotoxic; hit rate 1.4% among 400,000; also: potency is read from the fitted curve at half-maximal effect; % is scaled to controls: 0 for no effect and ±100 for the full control effect; nearly all actives have a fitted effect of over 60% in size
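Screening of KB-3-1 cells (DMEM, 10% FBS, phenol-red free) ran from lowest to highest compound concentration; after 72 h at 37 °C viability was read luminescently and curves fitted.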
ATXN2 expr inh = inhibitors of ATXN2 expression; HEK-293 ATXN2-luciferase reporter, luminescence, 24 h; Potency, µM (doses to about 57 µM), inactives show at the top dose activity change, negative = inhibition, usual class: inhibitors; hit rate 0.72% among 360,000; AID 1745845; also: potency is read from the fitted curve at half-maximal effect; % is scaled to controls: 0 for no effect and ±100 for the full control effect; nearly all actives have a fitted effect of over 55% in size
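qHTS (up to 57 uM final) was run with 24 h compound exposure of reporter cells at 37 °C. Each well was multiplexed: SteadyGlo luminescence measured ATXN2-luciferase expression after a fluorogenic Gly-Phe-AFC viability readout (25 uM final).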
HT1080 IDH1KD tx = HT-1080 IDH1 knockdown cell toxicity (counter line) | hit rate 2% among 360,000 | Potency, µM (doses to about 46.1 µM), for inactives: at the top dose activity, negative = toxicity, most hits filed as cytotoxic | AID 686971 | HT-1080 IDH1 knockdown viability, ATP luminescence, 48 h;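 also: potency is read from the fitted curve at half-maximal effect; 0% = DMSO wells and -100% = cell-free medium wells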
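Viability of IDH1-knockdown HT-1080 fibrosarcoma cells was assessed by CellTiter-Glo after 48 h at 37 °C with titrated compound; concentration-effect curves were classified by fit quality and response size.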
SW480 rerep = DNA re-replication induction in SW480 cells; Potency, µM (highest dose often 46.1 µM), without a hit: at the highest dose re-replication activation, hits mostly activators; AID 624297; SW480 DNA re-replication, Hoechst DNA content imaging, 48 h; hit rate 1.8% among 340,000; also: potency is read from the fitted curve at half-maximal effect; % of control where 0% means no effect; nearly all actives have a fitted effect of over 55% in size
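Hoechst fluorescence of nuclei (405 nm excitation, 500-530 nm emission) measured by plate-scanning imager after 48 hr compound exposure at 37 C; re-replication scored as increased number of nuclei with elevated intensity.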
WRN helicase inh = inhibitors of human WRN helicase. Q14191. WRN helicase unwinding, fluorescent forked duplex, kinetic. hit rate 0.46% among 360,000. Potency, µM (titrated, usually from 114 µM), inactives show top-dose activity change, negative = inhibition, most hits filed as inhibitors; also: potency is read from the fitted curve at half-maximal effect; % is scaled to controls: 0 for no effect and ±100 for the full control effect; nearly all actives have a fitted effect of over 55% in size
Target sequence (Q14191 whole entry, looked up): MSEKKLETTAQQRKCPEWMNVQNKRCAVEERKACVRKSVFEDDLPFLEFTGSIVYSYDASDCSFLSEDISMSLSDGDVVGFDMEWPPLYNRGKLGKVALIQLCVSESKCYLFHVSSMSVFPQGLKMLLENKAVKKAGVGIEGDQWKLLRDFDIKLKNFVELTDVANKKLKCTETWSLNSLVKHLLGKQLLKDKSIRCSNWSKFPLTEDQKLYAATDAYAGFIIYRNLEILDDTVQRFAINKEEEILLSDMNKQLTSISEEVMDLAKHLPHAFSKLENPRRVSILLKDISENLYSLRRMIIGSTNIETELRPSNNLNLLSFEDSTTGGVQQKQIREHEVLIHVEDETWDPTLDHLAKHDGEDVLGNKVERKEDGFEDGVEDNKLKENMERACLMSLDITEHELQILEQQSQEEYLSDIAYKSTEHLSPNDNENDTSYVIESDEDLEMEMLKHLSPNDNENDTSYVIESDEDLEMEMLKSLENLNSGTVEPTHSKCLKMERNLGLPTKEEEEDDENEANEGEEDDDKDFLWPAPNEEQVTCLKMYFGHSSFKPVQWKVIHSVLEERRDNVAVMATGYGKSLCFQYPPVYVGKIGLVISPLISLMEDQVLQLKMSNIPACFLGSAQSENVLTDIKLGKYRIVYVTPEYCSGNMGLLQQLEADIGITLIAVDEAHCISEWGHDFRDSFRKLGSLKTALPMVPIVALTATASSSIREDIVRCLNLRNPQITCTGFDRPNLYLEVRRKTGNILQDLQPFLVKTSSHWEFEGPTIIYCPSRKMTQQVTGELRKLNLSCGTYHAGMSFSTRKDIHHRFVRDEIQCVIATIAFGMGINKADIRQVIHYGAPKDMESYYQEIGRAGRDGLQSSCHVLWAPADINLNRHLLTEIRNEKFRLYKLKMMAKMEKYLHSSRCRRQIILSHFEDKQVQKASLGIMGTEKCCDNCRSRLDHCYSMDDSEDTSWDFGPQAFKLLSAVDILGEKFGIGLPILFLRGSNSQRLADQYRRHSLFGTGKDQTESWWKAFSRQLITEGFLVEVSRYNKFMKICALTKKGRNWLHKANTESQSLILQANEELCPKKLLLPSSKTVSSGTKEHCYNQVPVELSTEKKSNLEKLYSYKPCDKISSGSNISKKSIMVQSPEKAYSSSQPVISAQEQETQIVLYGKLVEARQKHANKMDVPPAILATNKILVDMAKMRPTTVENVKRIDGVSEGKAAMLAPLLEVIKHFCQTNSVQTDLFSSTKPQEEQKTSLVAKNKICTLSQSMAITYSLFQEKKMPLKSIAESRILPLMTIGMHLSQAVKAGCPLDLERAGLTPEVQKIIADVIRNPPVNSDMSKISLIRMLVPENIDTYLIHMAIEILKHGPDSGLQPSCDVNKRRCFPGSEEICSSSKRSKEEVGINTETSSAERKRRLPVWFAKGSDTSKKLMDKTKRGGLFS
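WRN at 20 nM final was preincubated with compound for 15 min at room temperature; reaction started with 100 nM forked duplex oligonucleotide carrying fluorophore and quencher plus 2 mM ATP (final). Unwinding followed kinetically by red fluorescence (ex 525/em 598 nm).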
KB-V1 MDR tox = KB-V1 MDR subline cytotoxicity; Potency, µM (titrated, usually from 46.1 µM), inactives show at the highest dose activity change, negative = cytotoxicity, actives largely listed as cytotoxic; KB-V1 MDR cells viability, CellTiter-Glo, 72 h; hit rate 3.4% among 400,000; also: potency is read from the fitted curve at half-maximal effect; % is scaled to controls: 0 for no effect and ±100 for the full control effect; nearly all actives have a fitted effect of over 60% in size
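KB-V1 MDR subline cells in DMEM (phenol-red free, 10% FBS) exposed to compounds in qHTS concentration series for 72 h at 37 degrees C. Viability read by CellTiter-Glo luminescence; concentration-effect curves fitted after normalization and correction.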
MCF10A rereplic = inducers of DNA re-replication in MCF 10A breast cells; MCF 10A DNA re-replication, Hoechst nuclear intensity, 48 h; Potency, µM (doses to about 46.1 µM), without a hit: at the top dose activity, positive = re-replication, hits mostly activators; hit rate 2.9% among 350,000; AID 624296; also: potency is read from the fitted curve at half-maximal effect; % of control where 0% means no effect; nearly all actives have a fitted effect of over 50% in size
IL-1B inflam inh = inflammasome signaling inhibition, IL-1 beta readout; THP-1 LPS/ATP IL-1B secretion, AlphaLISA, 16 h; stronger effect = lower value; activity change, % at 57.5 µM; hit rate 4.7% among 360,000; AID 743279; in the data active = activity change below about -50%; inconclusive = mostly about -30% to -49%; also: % is scaled to controls: 0 for no effect and ±100 for the full control effect
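Secreted IL-1B measured by AlphaLISA bead assay after 16 h compound exposure of THP-1 cells; compounds (final up to 57.5 uM) added 1 h before LPS (250 ng/mL) and ATP (1.25 mM) stimulation; lower signal means less secretion.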
HT1080-NT tox = kills 2HG-producing HT-1080-NT fibrosarcoma cells | HT-1080-NT fibrosarcoma viability, CellTiter-Glo ATP luminescence, 48 h | Potency, µM (highest dose often 46.1 µM), without a hit: at the top dose activity, negative = less viability, actives largely listed as cytotoxic | hit rate 1.6% among 360,000 | AID 686970;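 also: NT is the 2HG producing partner of a matched IDH1 knockdown line; potency is read from the fitted curve at half-maximal effect; 0% = DMSO-treated cells and -100% = media-only wells without cells; nearly all actives have a fitted effect of over 55% in size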
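Viability by CellTiter-Glo luminescence after 48 h compound exposure at 37C of HT-1080-NT cells (750/well, RPMI, 5% FBS). % activity scaled between DMSO wells and medium-only wells, then curve-fitted and categorized by curve class.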
An asterisk follows results filed as active; ? = inconclusive; · = not tested or not shown; [ ] = remark or other dose. Unless noted, calls follow the shape of the dose curve; as a rule, active = well fitted curve in the direction sought with a large enough effect; inconclusive = small, poorly fitted or top-dose-only effect, or another doubt; inactive = no such curve, though single readings can be large; an effect the other way counts as inactive or inconclusive.

SMILES	KB-3-1 tox	ATXN2 expr inh	HT1080 IDH1KD tx	SW480 rerep	WRN helicase inh	KB-V1 MDR tox	MCF10A rereplic	IL-1B inflam inh	HT1080-NT tox
O=C(NC1CCCc2ccccc21)C1CCN(S(=O)(=O)c2cnc[nH]2)CC1 (stereo not given)	0%	-1%	7%	3%	13%	16%	3%	-4	-7%
CC(=O)c1ccc(N2CCN(C(=O)Cn3cnc(S(=O)(=O)N4CCCCC4)c3)CC2)cc1	6%	1%	19%	-21%	1%	25%	3%	0	?
Cc1ccccc1CSc1nnc(-c2ccccc2)c(=O)[nH]1	1%	-1%	-6%	13%	-6%	0%	49%	-24	-6%
O=C(COc1ccc2ccccc2c1Br)NCc1ccccn1	0%	36%	-26%	-7%	7%	?	-5%[9.22 µM]	?	-20%
O=C(NCC(=O)N1CCCCCC1)c1ccc(Br)cc1	-5%	4%	-2%	-1%	13%	11%	7%	0	6%
CCN(CC)CCN(C(=O)CN1C(=O)c2ccccc2C1=O)c1nc2cc3c(cc2s1)OCO3	-3%	2%	-2%	6%	-5%	-7%	9%	-25	1%
COc1ccc(/C=C2\SC(=S)N(CCC(=O)N3CCCCC3)C2=O)cc1	-2%	-25%	9%	5%	2%	7%	6%	-6	1%
CCc1ccc(N(C(=O)c2snc(C(N)=O)c2N)C(C(=O)NC2CCCC2)c2ccncc2)cc1 (stereo not given)	6%	-7%	?	8%	-8%	-29%	?	48	?
CNC(=O)/C(=C/c1ccc2c(c1)OCO2)NC(=O)c1ccc(Br)cc1	20%	4%	13%	1%	11%	-26%	?	14	-1%
CCCn1c(N)c(C(=O)CN2CCN(S(=O)(=O)c3cccc(Cl)c3)CC2)c(=O)[nH]c1=O	1%	-14%	-1%	?	1%	-14%	4%	-10	-2%
Cc1ccc(N=C2C(=O)Nc3ccc(Br)cc32)cc1	-9%	-14%	?	?	-7%	1%	?	65	?
CC1CCc2sc(C(=O)N3CCN(c4ncccn4)CC3)cc2C1 (stereo not given)	-1%	15%	0%	0%	?	?	6%	-6	1%
CCOC(=O)C1CN(S(=O)(=O)c2ccccc2)c2cc(S(=O)(=O)CC)ccc2O1 (stereo not given)	13%	12%	10%	-3%	3%	0%	20%	19	-3%
COC(=O)[C@]12CCCCC=C1N(CCc1ccc(OC)c(OC)c1)C(=O)[C@H](CC(=O)NCCCCc1ccccc1)C2	-5%	·	?	·	2%	?	·	?	?
COc1ccccc1NS(=O)(=O)c1cc(NC(=O)c2ccccc2C)ccc1N1CCOCC1	1%	7%	-11%	-8%	?	8.2µM*	8%	-20	1%
COc1ccc(C(=O)Nc2c(N)nc(SCC(=O)Nc3ccc(NC(C)=O)cc3)[nH]c2=O)cc1OC	13%	4%	2%	-2%	-22%	11%	2%	26	5%
NC(=O)NC(CC(=O)NNC(=O)c1ccccn1)c1ccc(Cl)cc1 (stereo not given)	?	-3%	-26%	-9%	12%	22%	-3%	100	-4%
Cc1ccccc1NS(=O)(=O)c1ccc(OCCNS(C)(=O)=O)cc1	-11%	-4%	1%	·	-20%	-10%	-3%	8	-4%
N#Cc1cccc(S(=O)(=O)NCC(=O)OCC(=O)c2ccc[nH]2)c1	1%	-3%	7%	-2%	6%	-2%	-1%	1	0%
Cc1ccc(S(=O)(=O)N2CCCCC2)cc1NC(=O)c1ccc2ccccc2n1	4%	0%	14%	-1%	-14%	17%	0%	-3	11%
CC(=O)c1ccc(N2CCN(C(=O)c3ccc(Cn4c(=S)[nH]c5ccc(N6CCOCC6)cc5c4=O)cc3)CC2)cc1	-22%	-4%	-18%	5%	-4%	?	99%	29	-20%
COc1ccc(C2=C3C(=O)OCC3Cc3ncn(Cc4ccccc4)c32)cc1 (stereo not given)	28%	8%	6%	-3%	-2%	22%	2%	-13	18%
Cc1nnsc1C(=O)NNC(=O)Nc1ccccc1	3%	·	11%	5%	1%	23%	0%	6	12%
COc1ccc(-c2cn3cc([N+](=O)[O-])ccc3n2)cc1OC	4%	·	7%	-9%	-9%	1%	-3%	-30	14%
CCc1nnc(NC(=O)CN2CCN(CC)CC2)s1	10%	·	2%	-18%	1%	-8%	6%	-9	-8%

Part of the list above in order of SMILES length, falling.
SMILES	KB-3-1 tox	ATXN2 expr inh	HT1080 IDH1KD tx	SW480 rerep	WRN helicase inh	KB-V1 MDR tox	MCF10A rereplic	IL-1B inflam inh	HT1080-NT tox
CC(=O)c1ccc(N2CCN(C(=O)c3ccc(Cn4c(=S)[nH]c5ccc(N6CCOCC6)cc5c4=O)cc3)CC2)cc1	-22%	-4%	-18%	5%	-4%	?	99%	29	-20%
CCc1ccc(N(C(=O)c2snc(C(N)=O)c2N)C(C(=O)NC2CCCC2)c2ccncc2)cc1 (stereo not given)	6%	-7%	?	8%	-8%	-29%	?	48	?
CCN(CC)CCN(C(=O)CN1C(=O)c2ccccc2C1=O)c1nc2cc3c(cc2s1)OCO3	-3%	2%	-2%	6%	-5%	-7%	9%	-25	1%
CCOC(=O)C1CN(S(=O)(=O)c2ccccc2)c2cc(S(=O)(=O)CC)ccc2O1 (stereo not given)	13%	12%	10%	-3%	3%	0%	20%	19	-3%
COc1ccccc1NS(=O)(=O)c1cc(NC(=O)c2ccccc2C)ccc1N1CCOCC1	1%	7%	-11%	-8%	?	8.2µM*	8%	-20	1%
CNC(=O)/C(=C/c1ccc2c(c1)OCO2)NC(=O)c1ccc(Br)cc1	20%	4%	13%	1%	11%	-26%	?	14	-1%
COc1ccc(C2=C3C(=O)OCC3Cc3ncn(Cc4ccccc4)c32)cc1 (stereo not given)	28%	8%	6%	-3%	-2%	22%	2%	-13	18%
NC(=O)NC(CC(=O)NNC(=O)c1ccccn1)c1ccc(Cl)cc1 (stereo not given)	?	-3%	-26%	-9%	12%	22%	-3%	100	-4%
COc1ccc(-c2cn3cc([N+](=O)[O-])ccc3n2)cc1OC	4%	·	7%	-9%	-9%	1%	-3%	-30	14%
CC1CCc2sc(C(=O)N3CCN(c4ncccn4)CC3)cc2C1 (stereo not given)	-1%	15%	0%	0%	?	?	6%	-6	1%
Cc1ccccc1CSc1nnc(-c2ccccc2)c(=O)[nH]1	1%	-1%	-6%	13%	-6%	0%	49%	-24	-6%
Cc1ccc(N=C2C(=O)Nc3ccc(Br)cc32)cc1	-9%	-14%	?	?	-7%	1%	?	65	?
O=C(NCC(=O)N1CCCCCC1)c1ccc(Br)cc1	-5%	4%	-2%	-1%	13%	11%	7%	0	6%
CCc1nnc(NC(=O)CN2CCN(CC)CC2)s1	10%	·	2%	-18%	1%	-8%	6%	-9	-8%
Cc1nnsc1C(=O)NNC(=O)Nc1ccccc1	3%	·	11%	5%	1%	23%	0%	6	12%

Entries of single compounds, looked up by structure. Values in the order: KB-3-1 tox | ATXN2 expr inh | HT1080 IDH1KD tx | SW480 rerep | WRN helicase inh | KB-V1 MDR tox | MCF10A rereplic | IL-1B inflam inh | HT1080-NT tox
Cc1ccc(N=C2C(=O)Nc3ccc(Br)cc32)cc1 as listed: -9% | -14% | ? | ? | -7% | 1% | ? | 65 | ?
N#Cc1cccc(S(=O)(=O)NCC(=O)OCC(=O)c2ccc[nH]2)c1 as listed: 1% | -3% | 7% | -2% | 6% | -2% | -1% | 1 | 0%
